Assay outcomes deposited in PubChem BioAssay by several laboratories.
Ins promoter up: MIN6 insulin promoter up-regulation; 190,000 compounds, 0.3% hits; z-score at 5 µM; MIN6 insulin promoter-GFP reporter, high-content imaging; active compounds read high; AID 1625;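 active means z-score above 3 at 5 µM with at least 500 cells counted in the well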
MT stabilize HCS: microtubule stabilizers in HeLa cells | HeLa tubulin immunostaining HCS, 24 h; share of cells brighter than vehicle mean+2SD | % tubulin-high responders, % at 10 µM | 200,000 compounds, 0.83% hits;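 active means plate Z-score above 3 for both tubulin-high and condensed-nucleus cell shares, with cell loss under 80%, at 10 µM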;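 further: anti alpha tubulin signal scored within the nucleus-defined area of each cell; some results filed as inactive read as strong as hits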
Hep lipid drop: modulators of hepatic lipid droplet formation | AML12 mouse hepatocytes, oleate lipid droplets, BODIPY imaging | inhibition, % at 6.5 µM | 240,000 compounds, 0.4% hits | AID 1656;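 active means lipid droplet intensity inhibited by at least 50%, with more than 500 cells counted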
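Test system: AML12 hepatocytes (mouse); reagent: oleate loading, 100 µM; dosing: one dose, 6.5 µM compound; incubation: overnight exposure; signal: fluorescence imaging, 20x objective, two fields per well; read-out basis: % inhibition of corrected integrated BODIPY droplet signal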
CSM14.1 death rescue: protection against thapsigargin-triggered cell killing – 384-well, CSM14.1, ATP luminescence, primary screen (AID 1222). CSM14.1 thapsigargin-induced death rescue, ATP luminescence; higher % means a stronger effect. one-dose cellular ATP content (survival), % at 20 µM; EC50 in µM for titrated hits. 190,000 tested, under 10 active;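 active means EC50 below 50 µM in the dose-response confirmation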;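 further: death triggered by thapsigargin at about 15 µM added after 2 h compound pretreatment; cell ATP read after overnight thapsigargin exposure of roughly 18 to 22 hours; normalized against plate controls of thapsigargin alone and 5% DMSO vehicle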
T cell modulator: T cell immune modulation candidate; 330,000 compounds, 0.068% hits; calls only at 7 µM; 2C CD8+ T cell-vesicle binding, flow cytometry; active compounds read low;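 active means response, share of CD8 T cells binding vesicles, and their 90th percentile fluorescence all below set limits, cut at about 80% in these data, passing the limit was not always enough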
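Benchmarks: naked versus QL9-loaded vesicles / Assay system: purified 2C TCR transgenic mouse naive CD8+ T cells / Technique: high-throughput flow cytometry with anti-B7-1 and anti-CD8 staining / Timing: Cell–vesicle co-incubation 1.5 h at 37 °C, staining 20 min on ice / Read-out: percent CD8+ FL2 mean versus row control / Probe or stimulus: QL9-loaded Drosophila micro-vesicles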
PhoP inhibition: inhibitors of PhoP regulon expression, primary screen, Salmonella Typhimurium, GFP reporter (AID 1863); S. Typhimurium PhoP-regulated promoter GFP reporter, 4 h; higher % means a stronger effect; one-dose inhibition, % at 50 µM; IC50 in µM for titrated hits; 300,000 compounds, 0.16% hits;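 active means inhibition over 29.93%, a cutoff 3 SD above the screen mean, later confirmed by dose response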;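 further: 0% = low Mg2+ inducing control and 100% = high Mg2+ repressing control; strong numbers were not always called active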
Autophagy mod: alters autophagy in cells; MEF GFP-LC3 puncta imaging; test concentration mostly 10 µM; calls only at 10 µM (by protocol); 190,000 compounds, 0.98% hits;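 active means percentage of spot-positive cells more than 3 SD above its plate mean, without a fluorescence outlier flag or 80% toxicity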;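 further: spot-positive cell cutoff set from DMSO-treated cells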
Dynein transport: blocks dynein driven cargo transport along microtubules; 3617.4 mouse cells, GR-EGFP nuclear translocation imaging; test concentration mostly 20 µM; stimulated with dexamethasone, 1 µM; active compounds read low; z-score, hits read low; 220,000 compounds, 0.47% hits; AID 1381;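 active means plate z-score of nuclear minus cytoplasmic receptor signal below a set negative limit, without overly bright fluorescence or cell loss, cut at about -3.5 in these data, passing the limit was not always enough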;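 further: z-score of nuclear minus cytoplasmic ring GR-EGFP intensity difference per well; some compounds called inactive have numbers as strong as hits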
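Also added – dexamethasone, 1.0 µM final · Buffer or medium – tet-free, stripped-serum medium · Schedule – induction 48 h, compound 1 h, agonist 30 min · Detection – formaldehyde fixation, Hoechst nuclear stain, 10x automated fluorescence imaging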
b-catenin transl: beta-catenin nuclear translocation modulation; HeLa beta-catenin nuclear translocation, immunofluorescence imaging; nuclear translocation activity, % at 5 µM; 190,000 compounds, 0.3% hits; AID 1665;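 active means nuclear translocation activity above 50% at 5 µM, with a well cell count of 50 or more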;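 further: per-cell ratio of nuclear to cytoplasmic median beta-catenin stain intensity; plate controls were DMSO negative control for no effect and GSK-3 inhibitor IX positive control for full effect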
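Read-out: Nuclear/cytoplasmic beta-catenin signal ratio, % activation | Assay system: Human HeLa cell line | Times: 24 h compound exposure at 37°C, 5% CO2 | Signal: Fluorescence imaging of beta-catenin antibody stain plus DAPI | Dosing: 5 µM primary, 0.02–20 µM confirmation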
Dynein transport cytoplasmic EGFP: also measured in Dynein transport; calls as there; z-score; measured here: cytoplasmic GR-EGFP intensity; active compounds read high
Dynein transport nuclear GR-EGFP: recorded beside Dynein transport, whose call it bears; z-score; measured here: nuclear GR-EGFP intensity;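 lower value marks the stronger effect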
Dynein transport cell count: also measured in Dynein transport; calls as there; z-score; measured here: cell count per field
Ins promoter up cell count: further read-out of Ins promoter up, marked with its call; cell count; measured here: cytotoxicity, nuclei count;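 total cells summed across four imaged fields per well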
Hep lipid drop cells 6.5 µM: also measured in Hep lipid drop; calls as there; cell count; measured here: cell count, cytotoxicity flag;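 cells counted across two imaged fields per well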
b-catenin transl cell count 5 µM: recorded beside b-catenin transl, whose call it bears; cell count; measured here: cell count, cytotoxicity flag
T cell modulator vesicle-bound %: second read-out of T cell modulator, no call of its own (marks repeat the call); double positive events, %; measured here: CD8+ vesicle-bound cell fraction;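 binding gate set so that unloaded-vesicle control wells show 10% double positive cells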
MT stabilize HCS Hoechst-high %: also measured in MT stabilize HCS; calls as there; % Hoechst-high responders; measured here: nuclear condensation Hoechst responders;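 share of cells brighter than vehicle mean plus two SD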
MT stabilize HCS cytotoxicity %: further read-out of MT stabilize HCS, marked with its call; toxicity, %; measured here: cytotoxicity by cell density;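 0% = mean cell density of plate MIN control wells and 100% = no cells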
Autophagy mod cell loss 18 h: second read-out of Autophagy mod, no call of its own (marks repeat the call); toxicity, %; measured here: cell loss, nuclei count;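 cell loss after 18 h compound exposure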
The depositor's hits bear a star; i = inactive; / = not tested or not shown.

SMILES	Ins promoter up	Ins promoter up cell count	MT stabilize HCS	MT stabilize HCS Hoechst-high %	MT stabilize HCS cytotoxicity %	Hep lipid drop	Hep lipid drop cells 6.5 µM	CSM14.1 death rescue	T cell modulator	T cell modulator vesicle-bound %	PhoP inhibition	Autophagy mod	Autophagy mod cell loss 18 h	Dynein transport	Dynein transport cytoplasmic EGFP	Dynein transport nuclear GR-EGFP	Dynein transport cell count	b-catenin transl	b-catenin transl cell count 5 µM
COC(c1ccccc1)c1nnc(CCC(=O)NCc2cccc(-n3cccn3)c2)o1 (stereo unspecified)	-0.26	1399	3.1	3.2	6.4	-9	738	0.4%	i	45	4%	i	16	-0.99	-0.21	-0.74	0.6	2.6	953
Cc1cc(/C=N/NC(=O)c2c(Br)cnn2C)c(C)n1-c1cccc(Br)c1	0.51	1247	4.0	3.0	8.0	2	747	2.6%	i	28	-3%	i	12	-0.81	-0.27	0.39	-0.034	-0.9	492
O=C(O)CCSCC(=O)Nc1c(C(=O)C2CC2)oc2ccccc12	-0.4	822	1.0	2.5	3.1	10	795	1.9%	i	41	4%	i	12	1.3	-0.13	0.77	-1.1	-5.3	1152
COc1ccc(NC(=O)CC2C(=O)N(Cc3cccs3)C(=S)N2C(C)C)cc1 (stereo unspecified)	-1.1	1601	1.6	1.4	8.8	5	673	-0.4%	i	42	5%	i	-8	-0.79	-0.12	-0.21	0.033	2.8	912
CCCCn1c(SCC2CCCCO2)nc2cc(S(N)(=O)=O)ccc21 (stereo unspecified)	0	1184	2.1	1.5	12	/	/	2.0%	i	30	-1%	i	0	-1.1	-0.21	-0.32	1	2.5	1137
CC1CCN(CCC(=O)NN)CC1	-0.26	1334	5.9	1.8	4.1	24	768	0.5%	i	20	-6%	i	19	0.16	-0.31	0.23	0.53	-1.5	1184
Cc1nn(C)c(Cl)c1C(=O)NC(C(=O)O)c1ccccc1 (stereo unspecified)	-0.21	1388	3.4	1.4	6.8	-6	734	-0.4%	i	64	0%	i	-30	0.22	-0.28	0.047	0.025	-2.4	976
O=C(COc1ccccc1)Nc1ccc(N2CCN(C(=O)c3ccco3)CC2)cc1	/	/	3.8	2.4	2.8	-20	741	-0.4%	i	52	2%	i	3	0.18	-0.21	0.21	-0.33	-0.8	1077
COCCN1C(=O)c2ccc(C(=O)O)cc2C1=O	1.4	1220	4.6	2.4	5.5	0	663	-2.8%	i	44	-8%	i	-8	-0.34	-0.21	0.23	0.32	/	/
CC(=O)N1CSCC1C(=O)N1CCN(c2ccc(N3CCOCC3)nn2)CC1 (stereo unspecified)	0.81	1184	3.3	3.4	5.2	/	/	0.4%	i	26	1%	i	6	1.4	-0.0047	0.96	-1.3	/	/
Cc1n[nH]c(=O)c2ccccc12	0.11	963	/	/	/	-7	682	/	i	26	-6%	/	/	-0.43	-0.26	-0.21	0.96	-0.3	1342
O=C(COC(=O)c1ccc(F)cc1)Nc1cc(S(=O)(=O)N2CCOCC2)ccc1N1CCCC1	-0.1	1328	4.4	1.8	26	-6	703	0.0%	i	12	4%	i	0	-0.38	0.76	0.37	0.09	1.4	1021
COc1ccc(OC)c(CCNC(=O)CSc2ccsc2[N+](=O)[O-])c1	-0.1	1629	3.6	1.3	3.1	-8	685	0.2%	i	35	-3%	i	-1	-1.1	-0.25	-0.67	0.62	-4.3	1077
Cc1occc1-c1nnc(SCc2nc3ccccc3c(=O)n2CC#N)n1C	-0.21	1247	1.2	1.5	9.3	/	/	2.9%	i	28	-4%	i	11	0.96	-0.14	1.4	-0.82	-4.3	1012
CC1=Nc2ccccc2N=C(NC(=O)c2ccccc2)C1c1ccc(Cl)cc1 (stereo unspecified)	-0.94	1336	5.6	1.9	5.0	-2	696	4.0%	i	62	5%	i	25	-0.96	-0.3	-0.59	1.2	0.1	947
Cc1nc(N)nc2c1CCCC2	0.58	992	1.7	0.9	2.1	9	772	-4.0%	i	40	14%	i	-4	2.4	-0.089	1.8	-1.4	-3.6	1175
COc1cccc(-c2nc(CCl)cs2)c1	0.33	1337	3.2	2.3	4.7	-10	706	0.3%	i	26	3%	i	-4	0.7	0.0044	0.79	-1.9	-0.7	1111
Cc1oc(C(C)(C)C)c(CN2CCCC2)c1C(=O)O	-0.09	1224	1.7	1.7	2.6	/	/	-0.2%	i	42	-7%	i	7	2.1	-0.2	0.66	-0.66	-2.7	1141
COc1ccc(C2=Nn3c(nnc3-c3cccnc3)SC2)cc1OC	-0.79	1579	/	/	/	/	/	-1.3%	i	45	/	/	/	/	/	/	/	-6.0	1052
O=C(N/N=C/c1ccc(OC(=O)c2ccccc2)c([N+](=O)[O-])c1)c1ccc(O)cc1	/	/	3.4	2.7	5.7	18	569	-1.6%	i	47	2%	i	47	-0.37	-0.21	-0.34	0.12	-0.3	918
CC(OC(=O)c1cc(S(=O)(=O)Nc2ccc(F)cc2)ccc1Cl)C(=O)Nc1ccc2c(c1)OCCO2 (stereo unspecified)	-0.82	1594	4.1	3.6	6.3	-13	677	-0.7%	i	34	-9%	i	14	-0.5	-0.27	-0.44	0.47	-1.6	1114
COc1cc(Br)cc2cc(C(=O)N3CCN(C(=O)c4ccco4)CC3)c(=O)oc12	0.39	1314	6.8	2.1	4.5	0	664	-1.4%	i	43	-1%	i	-3	0.36	-0.13	0.46	-0.11	-0.3	1073
COc1cccc(C(=O)NCC2CCN(c3ccc(S(=O)(=O)N4CCOCC4)cc3)CC2)c1	/	/	3.5	2.7	8.9	/	/	-0.4%	i	35	-81%	i	-11	-0.46	-0.21	0.053	0.085	-6.7	1059
CC(/C=C/c1ccccc1)=N\Nc1ccccc1[N+](=O)[O-]	-1.3	1253	1.7	1.5	4.6	32	694	-0.2%	i	66	-4%	i	-15	-0.7	-0.31	-0.23	0.54	0.3	1090
COc1cc(C(=O)OCC(=O)N(C)C)cc(NC(=O)c2ccco2)c1OC	-0.13	1595	1.3	1.2	5.5	/	/	-0.8%	i	38	6%	i	-3	-0.2	-0.19	-0.13	0.6	-0.2	1263
CCOc1ccc2nc(SCC(=O)NCc3ccc(OC)c(OC)c3)[nH]c2c1	2.3	1589	2.7	3.1	9.9	11	709	0.6%	i	46	-15%	i	5	0.0051	-0.24	0.042	0.86	-0.4	1052
O=C(COc1ccc(S(=O)(=O)N2CCCC2)cc1Cl)NCc1ccc2c(c1)OCO2	2.3	1276	2.1	0.6	32	0	779	-1.4%	i	50	-3%	i	-5	-0.21	-0.25	-0.12	-0.071	-2.5	1111
O=C(COC(=O)CCC(=O)c1ccc(F)cc1)Nc1cccc(S(=O)(=O)N2CCCC2)c1	-0.87	1064	/	/	/	1	679	/	i	29	/	/	/	-0.04	-0.72	-0.22	-0.42	1.9	1329
CCCn1c(SCC(=O)Nc2ccc3c(c2)OCO3)nc2c1c(=O)n(C)c(=O)n2C	-0.19	1453	7.5	1.5	9.8	/	/	-2.9%	i	29	-7%	i	8	-0.9	-0.21	-0.21	-0.001	-1.5	1177
O=C(Nc1ccccc1)N(O)c1ccc(Cl)cc1	0.13	1021	2.8	1.3	7.5	-3	694	/	i	14	12%	i	18	1.5	-0.28	1.3	-1.4	2.0	896
CS(=O)(=O)Nc1ccc(C(=O)Nc2ccccc2C(=O)N2CCCC2)cc1	-4.1	689	3.0	0.1	63	19	683	0.9%	i	17	11%	i	0	-0.13	-0.28	0.34	1.9	-2.2	404
Cn1c(/C=N/n2cnnc2)nc2ccccc21	0.53	1219	2.4	0.9	23	-21	659	/	i	41	-15%	i	4	-1.5	-0.074	-0.37	0.99	-0.7	1090
CC(C)(C)c1cc(-c2ccco2)c(C#N)c(SCC#N)n1	-1.3	1800	2.7	2.0	8.1	-1	678	-2.2%	i	24	-6%	i	0	-0.26	-0.26	-0.19	0.53	0.0	1074
C/C=C\C=C\C(=O)N1CC2(CC(c3cccc(NC(=O)CC)c3)=NO2)C[C@H]1C(N)=O (stereo partly specified)	-0.69	1034	/	/	/	-3	711	/	i	28	-1%	/	/	-0.11	-0.83	-0.066	0.44	-2.2	1249
CC1(C)CC(=O)C=C(NNC(=O)c2ccccc2O)C1	-0.52	1474	2.7	2.0	4.4	/	/	-1.9%	i	25	21%	i	-25	-0.71	-0.054	0.12	-0.32	-1.5	1355
